Nrf2 ARE act – activates Nrf2 signaling. AREc32 ARE-luciferase reporter (MCF7-derived line), luminescence, 24 h. Potency, µM (top dose mostly 46.1 µM), without a hit: top-dose activation, usual class: activators. 410,000 tested, 0.31% active. AID 624171; note: % of control where 0% means no effect; nearly all actives have a fitted effect of over 65% in size
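AREc32 cells carrying an ARE-driven firefly luciferase reporter were seeded at 1000 cells/well in OPTI-MEM with 5% FBS, then exposed to compound for 24 hr at 37 deg C. Luminescence was read with Steady-Glo after 30 min at RT.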
EPAC2 antag – EPAC2 (human) antagonism; Q8WZA2; EPAC2 GEF exchange of Rap1B-BODIPY-GDP, fluorescence; Potency, µM (series often up to 114 µM), inactives show at the top dose activity, negative = inhibition, actives largely listed as inhibitors; 360,000 tested, 0.18% active; note: % is set by controls: 0 for no effect and ±100 for the full control effect; nearly all actives have a fitted effect of over 45% in size; many of its hits are not listed in these tables
Target sequence (Q8WZA2 whole entry, looked up): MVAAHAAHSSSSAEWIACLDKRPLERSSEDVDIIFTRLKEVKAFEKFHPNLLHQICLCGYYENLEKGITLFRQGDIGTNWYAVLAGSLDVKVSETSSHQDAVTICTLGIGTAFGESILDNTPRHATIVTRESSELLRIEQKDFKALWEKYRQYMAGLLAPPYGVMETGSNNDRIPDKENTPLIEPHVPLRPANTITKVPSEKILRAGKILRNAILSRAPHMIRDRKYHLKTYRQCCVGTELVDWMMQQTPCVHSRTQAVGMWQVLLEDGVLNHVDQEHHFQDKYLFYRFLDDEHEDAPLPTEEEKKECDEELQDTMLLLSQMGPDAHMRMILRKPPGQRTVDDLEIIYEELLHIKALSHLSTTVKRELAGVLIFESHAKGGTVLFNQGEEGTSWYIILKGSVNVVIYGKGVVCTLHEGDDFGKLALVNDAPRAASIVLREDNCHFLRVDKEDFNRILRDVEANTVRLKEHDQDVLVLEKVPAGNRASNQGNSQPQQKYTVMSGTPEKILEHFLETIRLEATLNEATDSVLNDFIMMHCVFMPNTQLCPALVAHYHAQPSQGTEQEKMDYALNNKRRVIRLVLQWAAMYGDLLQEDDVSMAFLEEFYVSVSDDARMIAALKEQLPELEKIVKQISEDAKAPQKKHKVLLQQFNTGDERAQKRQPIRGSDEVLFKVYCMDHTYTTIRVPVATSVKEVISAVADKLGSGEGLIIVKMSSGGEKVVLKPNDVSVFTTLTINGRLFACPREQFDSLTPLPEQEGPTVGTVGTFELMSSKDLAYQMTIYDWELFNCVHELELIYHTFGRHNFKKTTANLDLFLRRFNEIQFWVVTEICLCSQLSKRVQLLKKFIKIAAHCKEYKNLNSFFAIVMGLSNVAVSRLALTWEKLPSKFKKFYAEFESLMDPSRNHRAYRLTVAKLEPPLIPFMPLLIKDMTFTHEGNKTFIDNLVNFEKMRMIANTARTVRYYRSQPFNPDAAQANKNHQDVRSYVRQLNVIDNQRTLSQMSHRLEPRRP
S2 tox – viability counter-screen for ATXN expression inhibitors | S2 cells (HEK-293 line with an ATXN2-luciferase reporter) viability, CellTiter-Fluor protease fluorescence, 24 h | Potency, µM (titrated, usually from 56.7 µM), most hits filed as cytotoxic | 400,000 tested, 0.49% active; note: nearly all actives have a fitted effect of over 40% in size
ATXN2 expr inh – reduces ATXN2 reporter expression in HEK-293 cells; HEK-293 ATXN2-luciferase reporter, luminescence, 24 h; Potency, µM (highest dose often 57 µM), without a hit: at the top dose activity change, negative = inhibition, usual class: inhibitors; 360,000 tested, 0.72% active; AID 1745845; note: % is set by controls: 0 for no effect and ±100 for the full control effect; nearly all actives have a fitted effect of over 55% in size
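ATXN2-luciferase reporter cells (luciferase flanked by upstream and downstream ATXN2 gene portions) were treated 24 h at 37 °C with compounds at up to 57 uM. SteadyGlo luminescence gave expression; GF-AFC fluorescence gave viability.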
HepG2 tox – kills HepG2 cells in TGF-b inhibitor counter-screen | HepG2 CAGA-GFP viability, ATP luminescence, 18 h | Potency, µM (highest dose often 46.1 µM), without a hit: top-dose activity change, negative = cytotoxicity, actives largely listed as cytotoxic | 410,000 tested, 0.76% active; note: some results filed as inactive show a strong effect at the top dose
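HepG2 CAGA-GFP cells (1000/well, DMEM with 1% FBS) received compound, then TGF-beta at 500 pg/mL final, and were incubated 18 hours at 37 degrees C. Viability was read by CellTiter-Glo luminescence. Media-only wells were set as complete cell-killing and DMSO as no toxicity.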
Nrf2 block – Nrf2 pathway inhibition. Potency, µM (titrated, usually from 46 µM), without a hit: at the highest dose activity change, negative = inhibition, actives largely listed as inhibitors. A549 ARE-Fluc reporter, luciferase luminescence, 18-24 h. 360,000 tested, 2.1% active; note: % is set by controls: 0 for no effect and ±100 for the full control effect; nearly all actives have a fitted effect of over 60% in size
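Quantitative HTS in A549 cells stably bearing an antioxidant response element-firefly luciferase construct. Inhibition of Nrf2-driven transcription was scored by luminescence after 18-24 h of compound exposure at 37 °C.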
TGFb inhibitor – inhibitors of TGF-b signaling; Potency, µM (top dose mostly 46.1 µM), for the others: at the highest dose activity, negative = inhibition, actives largely listed as inhibitors; 410,000 tested, 1.2% active; AID 588855; HepG2 CAGA-GFP TGF-b/SMAD3 reporter, GFP fluorescence, 18 h; TGF-beta stimulated, 500 pg/mL final; note: % is set by controls: 0 for no effect and ±100 for the full control effect; nearly all actives have a fitted effect of over 65% in size
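HEPG2 CAGA-GFP reporter cells (1000/well, DMEM with 1% FBS) received compounds, then recombinant TGF-beta at 500 pg/mL final for 18 hours at 37 degrees C. Per-cell GFP summed per well was normalised to unstimulated and stimulated DMSO controls before curve fitting.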
A549 viability – A549 cytotoxicity, counter-screen for Nrf2 inhibitors; A549 ARE-Fluc cells, CellTiter-Fluor viability, 18-24 h; Potency, µM (series often up to 46 µM), without a hit: at the highest dose activity change, negative = cytotoxicity, actives largely listed as inhibitors; 390,000 tested, 0.16% active; note: % is set by controls: 0 for no effect and ±100 for the full control effect
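Cytotoxicity counterscreen: CellTiter-Fluor fluorescence was measured in A549 ARE_Fluc cells after 18-24 h of compound exposure in a concentration series. The subsequent BugLite luminescent read reports ARE-luciferase activity.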
MCF10A rereplic – inducers of DNA re-replication in MCF 10A breast cells | MCF 10A DNA re-replication, Hoechst nuclear intensity, 48 h | Potency, µM (top dose mostly 46.1 µM), inactives show top-dose activity, positive = re-replication, most hits filed as activators | 350,000 tested, 2.9% active; note: % of control where 0% means no effect; nearly all actives have a fitted effect of over 50% in size
Starred values were filed as active, the others as inactive; i = inactive; ? = inconclusive; . = no result given; [ ] = another dose, or the depositor's remark. Calls come from the whole dose curve; as a rule, active = well fitted curve in the direction sought with a large enough effect; inconclusive = small, poorly fitted or top-dose-only effect, or another doubt; inactive = no such curve, though single readings can be large; an effect the other way counts as inactive or inconclusive. Potency is the fitted concentration of half-maximal effect.

Preview, 2 compounds:
Sequence of screens: Nrf2 ARE act	EPAC2 antag	S2 tox	ATXN2 expr inh	HepG2 tox	Nrf2 block	TGFb inhibitor	A549 viability	MCF10A rereplic
OCCC1CN(Cc2nc3c(s2)CCCC3)CCN1Cc1ccsc1 (configuration not stated)
    0.4%	10%	i	-3%	-3%	4%	-15%	6%	7%
Cc1cccc(OCc2nnc(SCC(=O)c3cccs3)n2C)c1C
    2.6%	-1%	i	-7%	-16%	3%	-25%	-10%	2%

The whole of this part, from the start:
Sequence of screens: Nrf2 ARE act	EPAC2 antag	S2 tox	ATXN2 expr inh	HepG2 tox	Nrf2 block	TGFb inhibitor	A549 viability	MCF10A rereplic
OCCC1CN(Cc2nc3c(s2)CCCC3)CCN1Cc1ccsc1 (configuration not stated)
    0.4%	10%	i	-3%	-3%	4%	-15%	6%	7%
Cc1cccc(OCc2nnc(SCC(=O)c3cccs3)n2C)c1C
    2.6%	-1%	i	-7%	-16%	3%	-25%	-10%	2%
CCc1oc(-c2ccc(OC)cc2)c(C(=O)OCCCCCO)c1C(C)OCCO (configuration not stated)
    3.3%	11%	i	-18%	.	.	.	.	.
O=C(c1cnn2c(C(F)(F)F)cc(-c3ccco3)nc12)N1CCCCCC1
    0.3%	1%	i	1%	3%	30%	-10%	0%	7%
CC(=O)c1ccc(OCCCC(=O)NC2CCCCC2C)cc1 (configuration not stated)
    -0.2%	4%	i	-21%	-7%	-5%	-20%	-1%	1%
CSc1ccccc1C(=O)NC1CCCC1
    -0.4%	-8%	i	5%	0%	-18%	-14%	-4%	6%
CS(=O)(=O)c1nc(S(=O)(=O)c2ccc(Cl)cc2)c(NCCCN2CCOCC2)s1
    -0.5%	6%	i	-10%	1%	-8%	2%	0%	8%
Cc1nc2ccc(C(C(F)(F)F)(C(F)(F)F)C(F)(F)F)cc2[nH]1
    -0.9%	-17%	i	-11%	-37%	-16%	0%	-6%	11%
Cc1ccccc1C(=O)NCCNC(=O)c1ccccn1
    0.3%	-3%	i	4%	-21%	-15%	-1%	8%	-3%
COc1ccc(-n2cnnc2SCC(=O)NC2CCCCC2)cc1
    -0.6%	-1%	i	-8%	-15%	0%	-16%	-10%	1%
CCC(=O)N1CCc2cc(S(=O)(=O)NC(CC(C)C)C(=O)NCc3ccc(C)cc3)ccc21 (configuration not stated)
    0.3%	.	i	-9%	-4%	7%	7%	0%	.
Cn1ccc(=O)c2cc([N+](=O)[O-])ccc21
    3.6%	0%	?	.	0%	.	1%	.	.
COc1ccc(CN2C(=NC(=O)C3CC3)SC3CS(=O)(=O)CC32)cc1 (configuration not stated)
    -0.3%	-7%	i	7%	-10%	-8%	-1%	0%	8%
O=C(NC12CC3CC(CC(C3)C1)C2)C12CC3CC(C1)CC(n1cnc(Cl)n1)(C3)C2
    0.3%	-1%	i	-4%	-2%	.	-11%	10%	-2%
CC(=O)Nc1ccc(C(=O)OCC(=O)N(c2ccccc2)C2CCS(=O)(=O)C2)cc1 (configuration not stated)
    0.0%	3%	?	.	1%	?	-4%	7%	0%
CC(C)C(=O)Nc1ccccc1C(=O)OCC(=O)c1ccc2c(c1)OCCO2
    3.4%	-12%	i	-3%	28%	-11%	7%	-3%	-5%
O=C(O)c1cccc(NS(=O)(=O)c2cccc3cccnc23)c1
    0.6%	9%	i	1%	-9%	0%	-3%	1%	10%
CCOC(=O)c1sc(NC(=O)CSc2nc3cccnc3n2C)nc1C
    2.9%	-4%	i	-12%	-5%	-24%	18%	-23%	-3%
CCCCNC(=O)C1(C)CCN1C(=O)c1ccc(OC)c(F)c1 (configuration not stated)
    0.5%	3%	i	3%	-9%	.	11%	.	.
CN(c1ccc(C(=O)N2CCN(Cc3ccc4c(c3)OCO4)CC2)cc1)S(C)(=O)=O
    -0.2%	-2%	i	-16%	-22%	-3%	-17%	10%	-14%
CC1CC(C)(C)n2c(O)c(N=NC(N)=S)c3cccc1c32 (configuration not stated)
    6.0%	2%	?	28µM*	-48%	15µM*	?	-15%	-5%
Cc1ccc(S(=O)(=O)NCC(=O)OCC(=O)N(Cc2ccccc2)C(C)(C)C)cc1
    0.1%	-3%	i	-2%	10%	-6%	?	-3%	-67%[inhibitor]
COc1ccc2c(c1OC)C(=O)OC2Nc1nc2ccccc2s1 (configuration not stated)
    0.2%	-1%	i	-5%	-38%	-12%	?	-8%	-1%
Cc1ccc([N+](=O)[O-])c(NC(=O)COC(=O)C2CC3CCCC(C2)C3=O)c1C (configuration not stated)
    -0.9%	0%	i	0%	5%	-17%	8%	1%	2%
C/C(Cn1cnc([N+](=O)[O-])n1)=N\NC(=O)c1ccccc1O
    2.8%	6%	i	-9%	2%	4%	0%	-8%	3%
CC(=O)Nc1nc(NC(=O)/C=C/c2ccccc2)n(-c2ccccc2)n1
    2.8%	4%	?	-32%	-7%	?	-1%	?	10%
Cc1cc(C)nc(/N=C(\N)Nc2ccc(S(=O)(=O)O)cc2)n1
    0.3%	2%	i	22%	-15%	0%	-9%	-7%	0%
COc1ccc2c(OC)cc(=O)n(C)c2c1
    6.2%	10%	i	55%[activator]	2%	-18%	-25%	-3%	-19%
O=[N+]([O-])c1ccc(NC(=S)N2CCc3ccccc32)cc1
    0.9%	-3%	i	-26%	-11%	?	?	-20%	10%
COc1ccc(CCNC(=O)COC(=O)/C=C/c2ccc(OC)cc2OC)cc1
    -0.2%	-3%	i	-18%	5%	7%	?	-1%	5%

Later entries
Sequence of screens: Nrf2 ARE act	EPAC2 antag	S2 tox	ATXN2 expr inh	HepG2 tox	Nrf2 block	TGFb inhibitor	A549 viability	MCF10A rereplic
Cc1ccc(-c2nnc(-c3cccc(NC(=O)c4cccs4)c3)o2)cc1
    0.5%	1%	i	-1%	-17%	?	-1%	-23%	10%
CC(C)(C)c1cc(C(=O)O)nn1-c1ccccc1
    -0.8%	20%	?	0%	4%	3%	26%	-4%	-6%
Cc1ccc(OCCC(=O)OCC(=O)N2CCN(S(=O)(=O)c3ccc(C)cc3)CC2)cc1
    3.7%	-8%	i	3%	13%	0%	27%	0%	10%
O=C(C#Cc1ccccc1)c1ccccc1
    -5.1%	-6%	?	.	13µM*	.	10µM*	.	.
COc1ccc(-n2c3c(c(=O)[nH]c2=O)C(C(F)(F)F)(C(F)(F)F)N=C(CC(C)C)N3)cc1
    2.9%	5%	i	9%	3%	?	-1%	1%	-1%
COc1ccc(C(=O)N/N=C(\C)CC(=O)Nc2ccc3c(c2)OCCO3)c(OC)c1
    0.2%	-12%	i	-18%	-1%	3%	8%	0%	-19%
COc1ccc(/C=C2/SC(=O)N(CCC(=O)Nc3ccccc3C(=O)O)C2=S)cc1
    -2.4%	-2%	i	-7%	9%	-13%	-3%	-3%	6%
Cc1ccc(C(=O)N2CCN(S(=O)(=O)N3CCCCCC3)CC2)cc1
    0.6%	26%	i	0%	4%	?	11%	4%	-15%
CCC(C(=O)NC1CCCC1)N(C(=O)Cn1nnc(-c2ccc(C)o2)n1)c1cccc(O)c1 (configuration not stated)
    0.3%	4%	i	-13%	-11%	1%	-13%	-4%	3%
CC1CCCN(S(=O)(=O)c2ccc(C(=O)Nc3ccccc3-c3nc4ccccc4[nH]3)cc2)C1 (configuration not stated)
    0.3%	-2%	i	-14%	-5%	4%	-10%	2%	0%
COc1ccc(N2CCN(c3ccc(C(N)=O)cc3[N+](=O)[O-])CC2)cc1
    2.8%	-20%	i	?	-12%	?	14%	0%	-32%[inhibitor]
Cc1c(C(=O)Nc2c3c(nn2C(C)(C)C)CS(=O)(=O)C3)cccc1[N+](=O)[O-]
    -1.1%	-7%	i	-11%	0%	-8%	2%	-19%	-2%
Cc1ccc(C(=O)Cn2cccn2)cc1
    0.0%	2%	?	-13%	-3%	-5%	?	-1%	-3%
O=C(c1cnn2c1NC(c1ccc(Br)cc1)CC2C(F)(F)F)N1CCN(C23CC4CC(CC(C4)C2)C3)CC1 (configuration not stated)
    1.7%	-7%	i	2%	-3%	1%	-12%	-5%	?
CC(=O)c1[nH]c(C)c(C(C)=O)c1C
    0.0%	-2%	i	3%	-15%	12%	10%	-1%	0%
C=CCN1C=C2C(=O)C(C)(OC(=O)CCc3ccccc3)C(=O)C=C2C=C1c1ccc(C#N)cc1 (configuration not stated)
    4.0%	-2%	i	4%	0%	5%	-4%	-6%	9%
CCc1cnc2c(c1SCC(=O)NCc1ccccc1Cl)c(=O)n(C)c(=O)n2C
    0.0%	.	i	13%	3%	.	-1%	1%	.
O=C(CCCN1C(=O)/C(=C/c2ccccc2Cl)SC1=S)N1CCOCC1
    2.7%	-12%	i	-35%	20%	-24%	3%	-21%	?
COCCNC(=O)C1(C)CCN(Cc2csc(-c3ccc(Cl)cc3)n2)C1 (configuration not stated)
    0.7%	2%	i	-7%	-6%	.	-12%	.	.
CN(C)S(=O)(=O)c1ccc(NC(=O)C2CCCN(C(=O)c3ccc(Cl)cc3)C2)cc1 (configuration not stated)
    1.6%	-12%	i	-5%	-17%	-5%	-22%	10%	10%
COc1ccc(NC(=O)CCNC(=O)Cn2ccc3ccccc3c2=O)cc1OC
    0.0%	1%	i	-14%	-24%	2%	0%	-1%	-1%
CCc1noc(C)c1C(=O)N(CC)CC(=O)NCc1ccc(F)cc1
    -1.4%	0%	i	.	-1%	.	-14%	.	.
Cc1ccccc1C(=O)Nc1ccc2c(c1)OCO2
    -3.1%	3%	i	-24%	-21%	?	-11%	2%	-5%
COc1ccc(-c2cc(C3CCN(c4ncccc4[N+](=O)[O-])CC3)[nH]n2)cc1
    -0.5%	-4%	?	-33%	-31%	?	?	?	?
CC(C)CCNC(=O)C1CCN(S(=O)(=O)c2ccc3c(c2)CC(C)N3C(=O)C2CCC2)CC1 (configuration not stated)
    2.0%	-1%	i	-4%	-18%	?	2%	-4%	12%
COc1cc(OC)cc(C(=O)NC(C(=O)Nc2ccc3c(c2)OCCO3)C(C)C)c1 (configuration not stated)
    1.1%	7%	i	.	9%	11%	-6%	-6%	10%

Assay outcomes deposited in PubChem by National Center for Advancing Translational Sciences (NCATS).

Only part of the results is shown; count on the stated rates, not on these rows.
